Screening results as filed in PubChem BioAssay.
Mtb BioA inh = BioA (M. tuberculosis) enzyme inhibition; inhibition, % at 9.99 µM; hit rate 0.096% among 360,000; purified M. tuberculosis BioA enzyme, plate reader; in the data active = inhibition above about 40%
An asterisk follows results filed as active. A portion of the library; count on the stated rates, not on these rows.

For C[C@H]1CN([C@@H](C)CO)C(=O)c2cccc(NS(=O)(=O)c3cccs3)c2O[C@@H]1CN(C)C(=O)Nc1ccc(C(F)(F)F)cc1 the results were Mtb BioA inh -0.6.
Screening CN(C)CC#Cc1ccc([C@H]2[C@@H](CO)N(C(=O)C3CC3)[C@H]2C#N)cc1 returned Mtb BioA inh -1.4.
O=C(O)[C@@H]1[C@@H](CO)[C@@H]2Cn3c(ccc(C4=CCCCC4)c3=O)[C@H]1N2C(=O)Cc1ccccn1 was read as Mtb BioA inh -0.6.
For O=C(C[C@@H]1C[C@H]2c3cc(NC(=O)Nc4ccccc4)ccc3O[C@H]2[C@H](CO)O1)NCc1ccccc1 the results were Mtb BioA inh 0.1.
For C[C@H](CO)N1C[C@H](C)[C@H](CN(C)Cc2ccc(Oc3ccccc3)cc2)Oc2ccc(NS(=O)(=O)c3ccccc3)cc2CC1=O the results were Mtb BioA inh 1.2.
Screening O=C(CN1CCOCC1)N1CCCCN2[C@H](C1)[C@@H](c1ccc(/C=C/c3ccccc3)cc1)[C@@H]2CO returned Mtb BioA inh 0.9.
For COc1ccc(C#Cc2ccc([C@H]3[C@@H](CO)N4CCCCN(Cc5ccccc5F)C[C@H]34)cc2)cc1 the results were Mtb BioA inh 3.8.
Screening C[C@H](CO)N1C[C@H](C)[C@H](CN(C)Cc2ccc(C(=O)O)cc2)Oc2c(NC(=O)c3ccncc3)cccc2C1=O returned Mtb BioA inh 1.8.
COc1ccc(CN(C)C[C@H]2Oc3ccc(NS(C)(=O)=O)cc3CC(=O)N([C@H](C)CO)C[C@H]2C)cc1 was read as Mtb BioA inh -0.4.
CC(C)CC#Cc1ccc([C@H]2[C@H](CO)N3CCCCN(C(=O)NC4CCCC4)C[C@@H]23)cc1 was read as Mtb BioA inh -4.2.
`CCC(=O)N1C[C@H](C)[C@H](OC)CN(C)C(=O)c2cc(NS(C)(=O)=O)ccc2OC[C@H]1C` gave Mtb BioA inh -2.8.
For COC(=O)C[C@@H]1CC[C@H]2[C@@H](COc3ccc(NC(=O)Nc4cccc(Cl)c4)cc3C(=O)N2C)O1 the results were Mtb BioA inh -1.3.
Screening O=C(N[C@@H]1CC[C@H](CCNC(=O)C2CCCC2)O[C@@H]1CO)c1ccccn1 returned Mtb BioA inh 0.1.
For C[C@H](CO)N1C[C@H](C)[C@H](CN(C)CC2CC2)Oc2ccc(NC(=O)Cn3cnnn3)cc2CC1=O the results were Mtb BioA inh 19.
`O=C(Nc1ccccc1F)N[C@H]1CC[C@@H](CCNS(=O)(=O)c2ccc(Cl)cc2)O[C@@H]1CO` gave Mtb BioA inh -0.5.

Continued, overlapping the part above by three compounds.
Screening O=C(N[C@@H]1CC[C@H](CCNC(=O)C2CCCC2)O[C@@H]1CO)c1ccccn1 returned Mtb BioA inh 0.1.
For C[C@H](CO)N1C[C@H](C)[C@H](CN(C)CC2CC2)Oc2ccc(NC(=O)Cn3cnnn3)cc2CC1=O the results were Mtb BioA inh 19.
`O=C(Nc1ccccc1F)N[C@H]1CC[C@@H](CCNS(=O)(=O)c2ccc(Cl)cc2)O[C@@H]1CO` gave Mtb BioA inh -0.5.
`C[C@@H]1CCCCO[C@H](CN(C)S(=O)(=O)c2cn(C)cn2)[C@H](C)CN([C@@H](C)CO)C(=O)c2cc(NC(=O)NC3CCCCC3)ccc2O1` gave Mtb BioA inh -0.2.
Screening C[C@H](CO)N1C[C@H](C)[C@@H](CN(C)Cc2ccc(F)cc2)Oc2ncc(-c3cccc(C#N)c3)cc2C1=O returned Mtb BioA inh 1.4.
Screening CC(=O)N(C)C[C@@H]1OCc2ccccc2-c2ccccc2C(=O)N([C@@H](C)CO)C[C@@H]1C returned Mtb BioA inh -1.8.
C[C@H](CO)N1C[C@H](C)[C@H](CN(C)S(C)(=O)=O)OCCCC[C@H](C)Oc2ccc(NC(=O)Nc3ccc(F)cc3)cc2C1=O was read as Mtb BioA inh 2.6.
`C[C@@H]1CN([C@@H](C)CO)C(=O)Cc2cc(NC(=O)CCC(F)(F)F)ccc2O[C@H]1CN(C)C` gave Mtb BioA inh 0.0.
For Cc1ccccc1-c1ccc2c(c1)O[C@@H](CN(C)Cc1ccc(C(=O)O)cc1)[C@H](C)CN([C@H](C)CO)S2(=O)=O the results were Mtb BioA inh 1.6.
CC(=O)N(C)C[C@@H]1Oc2cc(-c3ccccc3C)ccc2S(=O)(=O)N([C@H](C)CO)C[C@@H]1C was read as Mtb BioA inh 0.2.
Screening CO[C@@H]1CN(C)C(=O)c2cc(NC(=O)C3CCC3)ccc2OC[C@@H](C)NC[C@H]1C returned Mtb BioA inh -2.1.
For O=C(C[C@@H]1C[C@H]2c3cc(NS(=O)(=O)c4ccc(F)cc4)ccc3O[C@H]2[C@@H](CO)O1)NCC1CC1 the results were Mtb BioA inh -1.5.
For Cc1ccc(S(=O)(=O)NCC[C@H]2CC[C@@H](NC(=O)CC3CC3)[C@H](CO)O2)cc1 the results were Mtb BioA inh -0.9.
Screening C[C@H](CO)N1C[C@H](C)[C@@H](CN(C)S(C)(=O)=O)Oc2cc(-c3cccc(F)c3)ccc2S1(=O)=O returned Mtb BioA inh 5.8.
`O=C(CC1CC1)N1[C@H](CO)[C@@H]2c3ccccc3N(S(=O)(=O)c3ccccc3F)C[C@@H]21` gave Mtb BioA inh -2.2.
Screening CC(C)NC(=O)Nc1ccc2c(c1)C(=O)N([C@H](C)CO)C[C@H](C)[C@H](CN(C)Cc1ccc(Cl)c(Cl)c1)O2 returned Mtb BioA inh 0.3.
Screening O=C(C[C@H]1C[C@H]2c3cc(NC(=O)C4CCC4)ccc3O[C@H]2[C@H](CO)O1)NCc1ccccn1 returned Mtb BioA inh 0.0.
Screening Cc1ccc(-c2cnc3c(c2)C(=O)N([C@@H](C)CO)C[C@@H](C)[C@H](CN(C)C(=O)c2ccc(F)cc2)O3)cc1 returned Mtb BioA inh 2.6.
Screening CS(=O)(=O)Nc1ccc2c(c1)[C@H]1C[C@@H](CC(=O)NCc3ccc(-c4ccccc4)cc3)O[C@@H](CO)[C@H]1O2 returned Mtb BioA inh -0.6.
CO[C@H]1CN(C)C(=O)c2ccc(NC(=O)c3ccccc3)cc2OC[C@H](C)N(C(=O)CN(C)C)C[C@H]1C was read as Mtb BioA inh -2.6.
For COc1cccc(-c2cn(CC[C@H]3CC[C@@H](NC(=O)CC4CC4)[C@H](CO)O3)nn2)c1 the results were Mtb BioA inh -3.2.
`CO[C@@H](CN(C)Cc1ccc2c(c1)OCO2)[C@@H](C)CN(C(=O)c1ccccc1)[C@H](C)CO` gave Mtb BioA inh -4.0.
For COc1cccc(C#Cc2cnc3c(c2)C(=O)N([C@H](C)CO)C[C@@H](C)[C@H](CN(C)C)O3)c1 the results were Mtb BioA inh -3.0.
Screening C[C@@H]1CN([C@@H](C)CO)C(=O)Cc2cc(NC(=O)C3CCCCC3)ccc2O[C@H]1CN(C)C returned Mtb BioA inh 0.9.
CC(C)CC#Cc1cnc2c(c1)C(=O)N([C@@H](C)CO)C[C@H](C)[C@@H](CN(C)CC1CCOCC1)O2 was read as Mtb BioA inh -3.1.
O=C(C[C@H]1CC[C@H](NC(=O)CCN2CCCCC2)[C@@H](CO)O1)Nc1nccs1 was read as Mtb BioA inh -3.1.
For N#C[C@@H]1[C@H](c2ccc(C#CC3CCCC3)cc2)[C@@H](CO)N1S(=O)(=O)c1ccccc1 the results were Mtb BioA inh -2.7.
Screening CC(=O)N1[C@H](CO)[C@@H]2c3ccccc3N(S(=O)(=O)c3ccccc3C)C[C@@H]21 returned Mtb BioA inh 2.9.
CN1[C@H](C(=O)NCc2ccccc2F)[C@@H](CO)[C@@H]2Cn3c(ccc(C4=CCCC4)c3=O)[C@@H]21 was read as Mtb BioA inh -1.4.
`CN(C)CC(=O)Nc1ccc2c(c1)[C@@H]1C[C@@H](CC(=O)NCc3cc(F)ccc3F)O[C@H](CO)[C@@H]1O2` gave Mtb BioA inh 0.7.
`CC(C)CC#Cc1cnc2c(c1)C(=O)N([C@H](C)CO)C[C@H](C)[C@@H](CN(C)C(=O)Cc1cccnc1)O2` gave Mtb BioA inh 1.9.
`C[C@@H]1CN([C@H](C)CO)C(=O)c2cc(NS(C)(=O)=O)ccc2O[C@@H](C)CCCCO[C@@H]1CN(C)S(=O)(=O)c1cn(C)cn1` gave Mtb BioA inh -10.0.
For COCC(=O)Nc1ccc2c(c1)[C@@H]1C[C@H](CC(=O)NCc3ccccc3)O[C@H](CO)[C@@H]1O2 the results were Mtb BioA inh -1.6.
For COc1cccc(-c2ccc3c(c2)[C@@H]2[C@@H](CCN2C(=O)c2ccccc2F)[C@H](CO)N3C)c1 the results were Mtb BioA inh 3.6.
Screening C[C@@H]1CN([C@H](C)CO)C(=O)c2cccc(NC(=O)c3nc4ccccc4s3)c2O[C@@H]1CN(C)Cc1ccccc1 returned Mtb BioA inh -2.0.
`C[C@H](CO)N1C[C@H](C)[C@H](CN(C)S(C)(=O)=O)Oc2ncc(C#CC3(O)CCCC3)cc2C1=O` gave Mtb BioA inh 1.1.
`C[C@H]1CN([C@@H](C)CO)C(=O)Cc2cc(NC(=O)Cc3ccccc3)ccc2O[C@@H]1CN(C)S(=O)(=O)c1ccccc1` gave Mtb BioA inh -0.8.
C[C@H](CO)N1C[C@H](C)[C@H](CN(C)C(=O)C2CCOCC2)Oc2ncc(C#CCc3ccccc3)cc2C1=O was read as Mtb BioA inh -1.2.
CCCN1[C@H](C(=O)N2CCOCC2)[C@@H](CO)[C@@H]2Cn3c(ccc(-c4ccncc4)c3=O)[C@@H]21 was read as Mtb BioA inh -2.4.
`C[C@@H]1CN([C@@H](C)CO)S(=O)(=O)c2ccc(C#Cc3ccncc3)cc2O[C@@H]1CN(C)C(=O)c1ccncc1` gave Mtb BioA inh 1.4.
For C[C@@H]1CN([C@H](C)CO)C(=O)c2cc(C#Cc3ccccn3)cnc2O[C@@H]1CN(C)C(=O)c1cnccn1 the results were Mtb BioA inh -1.8.
For CC(C)NC(=O)Nc1ccc2c(c1)CC(=O)N([C@@H](C)CO)C[C@@H](C)[C@H](CN(C)Cc1ccc(-c3ccccc3)cc1)O2 the results were Mtb BioA inh -1.5.
COCC#Cc1ccc2c(c1)O[C@@H](CN(C)C(=O)CN(C)C)[C@H](C)CN([C@@H](C)CO)S2(=O)=O was read as Mtb BioA inh -5.4.
COc1ccc(NC(=O)N2CCCCN3[C@H](CO)[C@H](c4ccc(-c5ccccc5C)cc4)[C@@H]3C2)cc1 was read as Mtb BioA inh 0.3.
Screening Cc1noc(C)c1NC(=O)Nc1ccc2c(c1)C(=O)N([C@H](C)CO)C[C@@H](C)[C@H](CN(C)Cc1ccc(Cl)c(Cl)c1)OCCCC[C@@H](C)O2 returned Mtb BioA inh -2.3.
`CCCNC(=O)C[C@@H]1C[C@@H]2c3cc(NS(=O)(=O)c4cccc(OC)c4)ccc3O[C@@H]2[C@@H](CO)O1` gave Mtb BioA inh 1.2.
For C[C@H]1CN([C@@H](C)CO)C(=O)c2cccc(NC(=O)Nc3cccc4ccccc34)c2O[C@@H]1CN(C)C(=O)Nc1ccc(F)cc1 the results were Mtb BioA inh -0.5.
`C[C@H]1CN([C@@H](C)CO)C(=O)c2cc(NC(=O)C3CC3)ccc2O[C@@H]1CN(C)S(=O)(=O)c1ccccc1` gave Mtb BioA inh 2.6.

Among those listed so far, these contain a CF3 group.
For C[C@H]1CN([C@@H](C)CO)C(=O)c2cccc(NS(=O)(=O)c3cccs3)c2O[C@@H]1CN(C)C(=O)Nc1ccc(C(F)(F)F)cc1 the results were Mtb BioA inh -0.6.
`C[C@@H]1CN([C@@H](C)CO)C(=O)Cc2cc(NC(=O)CCC(F)(F)F)ccc2O[C@H]1CN(C)C` gave Mtb BioA inh 0.0.

Additional records follow.
C[C@H](O)C#Cc1ccc2c(c1)O[C@H](CN(C)C(=O)CN(C)C)[C@@H](C)CN([C@H](C)CO)S2(=O)=O was read as Mtb BioA inh -2.4.
`C[C@H](CO)N1C[C@H](C)[C@@H](CN(C)C(=O)C2CCC2)Oc2cc(-c3cccnc3)ccc2S1(=O)=O` gave Mtb BioA inh 1.8.
`C[C@@H]1CN([C@@H](C)CO)C(=O)c2cccc(NC(=O)C3CCOCC3)c2O[C@@H]1CN(C)Cc1ccc2c(c1)OCO2` gave Mtb BioA inh -0.8.
For CO[C@H]1CN(C)C(=O)c2ccc(NS(C)(=O)=O)cc2OC[C@H](C)N(Cc2ccccc2)C[C@H]1C the results were Mtb BioA inh -3.3.
`CC(C)NC(=O)Nc1ccc2c(c1)C(=O)N(C)[C@H]1CC[C@H](CC(=O)Nc3ccccc3F)O[C@@H]1CO2` gave Mtb BioA inh 3.2.
COCC(=O)N(C[C@@H]1N[C@@H](CO)[C@@H]1c1ccc(-c2ccccc2)cc1)C(C)C was read as Mtb BioA inh 3.0.
`C[C@@H]1CN([C@@H](C)CO)C(=O)c2cc(C3=CCCCC3)cnc2O[C@@H]1CN(C)C(=O)C1CCOCC1` gave Mtb BioA inh -3.5.
`COc1ccc(NC(=O)N(C)C[C@@H]2Oc3ccc(NC(=O)Nc4c(C)noc4C)cc3CC(=O)N([C@@H](C)CO)C[C@@H]2C)cc1` gave Mtb BioA inh -2.6.
`OC[C@@H]1[C@H](c2ccc(-c3cccnc3)cc2)[C@H]2CN(CC3CC3)CCCCN12` gave Mtb BioA inh 3.4.
For Cc1noc(C)c1S(=O)(=O)Nc1ccc2c(c1)C(=O)N([C@H](C)CO)C[C@H](C)[C@H](CN(C)S(=O)(=O)c1c(C)noc1C)OCCCC[C@H](C)O2 the results were Mtb BioA inh 1.4.
`COCC(=O)N1C[C@@H]2[C@H](c3ccccc31)[C@@H](CO)N2C(=O)C1CC1` gave Mtb BioA inh 1.4.
Cc1noc(C)c1NC(=O)Nc1ccc2c(c1)C(=O)N([C@@H](C)CO)C[C@H](C)[C@H](CN(C)S(=O)(=O)c1cccs1)OCCCC[C@H](C)O2 was read as Mtb BioA inh -1.4.
O=C(O)[C@@H]1[C@@H](CO)[C@@H]2Cn3c(ccc(-c4ccccc4F)c3=O)[C@@H]2N1Cc1ccccc1 was read as Mtb BioA inh 1.0.
CO[C@@H]1CN(C)C(=O)c2cc(NC(C)=O)ccc2OC[C@@H](C)N(C(=O)C2CC2)C[C@@H]1C was read as Mtb BioA inh -2.6.
